# BCLXL inh – inhibitors of human Bcl-xL. Q07817. GST-Bcl-xL / FITC-Bim BH3 peptide fluorescence polarization. inhibition, % at 10.9 µM. 320,000 compounds, 0.7% hits. AID 2129;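 active = inhibition above the mean of all tested compounds plus 3 SD, cutoff set per campaign, cut at about 30% in these data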;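 also: 0% = DMSO wells and 100% = unlabeled Bim-BH3 peptide competitor; inhibitors lower millipolarization by displacing the labeled peptide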
# Yeast superoxide – yeast age-related superoxide inhibition as caloric restriction mimetic; S. cerevisiae aged cells, superoxide DHE fluorescence; active compounds read low; superoxide response (% of plate mean), % at 10 µM; 330,000 compounds, 0.18% hits; AID 2690;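 active = superoxide response under a set limit, about three screen SD below normal, cut at about 65% in these data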;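 also: yeast aged for seven days with compound at 30 °C before DHE staining; 100% = average MFI of all compound-treated wells on the plate with controls excluded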
# GLD-1 RNA inh – GLD-1-TGE RNA interaction inhibition (C. elegans). purified GLD-1 + fluorescein TGE RNA, fluorescence polarization. inhibition, % at 5.96 µM. Q17339. 320,000 compounds, 0.44% hits. AID 2280;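 active = percent inhibition above a per-plate cutoff, the plate mean of test compounds plus 3 SD, cut at about 30% in these data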;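 also: 0% = DMSO wells with GLD-1 and probe and 100% = wells lacking GLD-1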
# CIT2 TOR yeast – yeast TOR pathway CIT2-GFP modulation; S. cerevisiae CIT2-GFP strain, flow cytometry, 3 h; 100 means same as DMSO wells; GFP response vs DMSO, % at 10 µM; 320,000 compounds, 0.065% hits; AID 2029;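 active = GFP response relative to DMSO above a set limit, near the screen mean plus 3 SD, cut at about 150% in these data; inconclusive = Fewer than 70 cells measured for a yeast strain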;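 also: ratio of well median GFP fluorescence to mean of DMSO wells on the plate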
# VLA-4 inh – inhibition in a human VLA-4 binding assay. 330,000 compounds, 0.2% hits. inhibition, % (about 7 µM as worked out from the volumes in the protocol). AID 2557. VLA-4 expressing cells, ligand binding flow cytometry; in the data active = inhibition above about 50%
# AGP1-GFP MLPCN – alters AGP1-GFP fluorescence in TOR pathway yeast screen; S. cerevisiae AGP1-GFP multiplex flow cytometry, 3 h; GFP as percent of DMSO wells; GFP response vs DMSO, % at 10 µM; 320,000 compounds, 0.02% hits; AID 2066;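 active = GFP response relative to DMSO above a set limit, near screen average plus 3 SD, cut at about 150% in these data; inconclusive = fewer than 70 cells counted for the yeast strain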;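 also: median GFP channel fluorescence of the gated AGP1 strain per well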
# MEX-5 binding – C. elegans MEX-5 TCR-2 RNA binding activity; Q9XUB2; MEX-5/FITC-TCR2 RNA binding, fluorescence polarization; active compounds read low; activity score (negative = inhibition of binding), % at 10 µM; 300,000 compounds, 0.38% hits;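 active = inhibition past about -25% in most replicates, and total fluorescence under double the plate's negative control median, limit read from the data; inconclusive = replicates evenly split on the limit, or fluorescence at least double controls; inactive = too little inhibition in most replicates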;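 also: 0% = DMSO and -100% = 5 µM competing unlabeled TCR2 RNA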
# MCL1 BIM primary – disrupts human MCL1 binding to BIM-BH3 peptide; GST-MCL1 / FITC-Bim-BH3 fluorescence polarization; inhibition, % at 10.9 µM; 320,000 compounds, 0.68% hits; AID 2057;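 active = inhibition above the mean inhibition of all tested compounds plus 3 SD, set per campaign, cut at about 40% in these data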;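 also: 0% = DMSO wells and 100% = unlabeled Bim-BH3 peptide control; higher means more loss of mP so more displacement of Bim peptide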
# Target sequence (Q07820 whole entry, looked up): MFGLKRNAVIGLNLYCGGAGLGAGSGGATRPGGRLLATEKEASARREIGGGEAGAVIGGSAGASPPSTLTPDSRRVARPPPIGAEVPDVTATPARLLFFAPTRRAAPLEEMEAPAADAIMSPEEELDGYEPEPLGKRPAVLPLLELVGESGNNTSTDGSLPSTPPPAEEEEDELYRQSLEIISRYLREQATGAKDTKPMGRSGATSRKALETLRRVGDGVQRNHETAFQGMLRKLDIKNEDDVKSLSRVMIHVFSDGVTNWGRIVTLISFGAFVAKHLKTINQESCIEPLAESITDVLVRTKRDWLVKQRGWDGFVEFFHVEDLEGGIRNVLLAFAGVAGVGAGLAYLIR
# GRK2 aptamer HTS – blocks RNA aptamer binding to human GRK2; P25098; bead flow cytometry, FAM-aptamer displacement from GRK2; inhibition of aptamer binding, % at 10 µM; 330,000 compounds, 0.59% hits; AID 488847;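 active = inhibition of aptamer binding above 40%, roughly 3 SD of noise, on plates passing a quality check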;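 also: median bead fluorescence of bound FAM aptamer so fluorescent compounds give negative values; no value below 0 was filed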
# Target sequence (P25098 whole entry, looked up): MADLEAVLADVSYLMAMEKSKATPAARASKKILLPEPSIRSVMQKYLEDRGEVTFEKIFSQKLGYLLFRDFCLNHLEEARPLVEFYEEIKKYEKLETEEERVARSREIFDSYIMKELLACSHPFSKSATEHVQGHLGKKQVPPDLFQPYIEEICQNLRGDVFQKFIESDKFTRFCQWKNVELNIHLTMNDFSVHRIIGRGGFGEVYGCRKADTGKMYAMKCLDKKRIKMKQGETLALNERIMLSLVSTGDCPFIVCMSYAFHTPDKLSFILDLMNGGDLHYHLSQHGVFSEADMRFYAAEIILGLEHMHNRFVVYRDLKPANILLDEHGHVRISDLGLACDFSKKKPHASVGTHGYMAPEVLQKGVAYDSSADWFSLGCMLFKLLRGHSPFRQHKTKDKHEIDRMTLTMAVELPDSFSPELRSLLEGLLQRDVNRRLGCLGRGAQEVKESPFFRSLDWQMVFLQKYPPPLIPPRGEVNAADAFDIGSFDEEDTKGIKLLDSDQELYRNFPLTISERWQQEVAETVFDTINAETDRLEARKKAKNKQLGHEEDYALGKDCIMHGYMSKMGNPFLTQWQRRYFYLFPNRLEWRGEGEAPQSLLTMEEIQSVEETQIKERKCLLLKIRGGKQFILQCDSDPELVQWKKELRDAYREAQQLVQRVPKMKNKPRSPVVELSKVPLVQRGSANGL
# * hit, by the source's call; ? = inconclusive; . = not tested or not shown. This is a random part of the collection. Share with any hit: about 2.1%.
SMILES,BCLXL inh,Yeast superoxide,GLD-1 RNA inh,CIT2 TOR yeast,VLA-4 inh,AGP1-GFP MLPCN,MEX-5 binding,MCL1 BIM primary,GRK2 aptamer HTS
COc1ccc([N+](=O)[O-])c(S(=O)(=O)c2ccc(Cl)cc2)n1,4,107,0,100,24,108,-0.7,2,4
O=C1SC(SCc2ccccc2Cl)=N/C1=C\c1ccc(C(=O)O)cc1,8,100,-2,97,-2,99,-41*,14,3
O=C(Nc1cccc(F)c1)c1cccc2c1C(=O)N(C1CCCCC1)C2,-1,80,-6,95,16,96,1.3,2,0
CC(=O)N/C(=N/c1nc(C)cc(C)n1)Nc1ccc(C)cc1C,0,89,1,90,8,92,1.6,-2,1
CC(=O)Nc1ccc2oc(-c3ccccc3)nc2c1,0,115,2,94,10,96,1.4,-5,2
N#Cc1ccc(OCC(=O)Nc2ccccc2NS(=O)(=O)c2cccs2)cc1,4,88,-6,101,4,59,0.1,7,5
O=C(Nc1ccc(OC(F)(F)F)cc1)c1ccc2nccnc2c1,6,94,-4,96,6,98,1.6,3,0
Oc1c(N=NC(=S)Nc2ccccc2F)c2ccccc2n1Cc1ccc(F)cc1,-6,97,-5,100,-3,96,0.0,1,2
O=C(CSc1nc2ccccc2n1CC(=O)NCc1ccccc1)NCc1ccco1,2,89,4,109,9,113,1.3,3,0
CN(Cc1c(F)cccc1Cl)C(=O)CNC(=O)c1cccs1,-2,110,3,100,-2,100,1.7,-3,0
COc1cccc(-c2c(-c3cc(OC)cc(OC)c3)n(C)c3ccc(Br)cc23)c1,5,113,9,93,4,97,.,3,0
CCOc1ccc(NC(=O)CSc2nccn2C)cc1,-2,95,2,89,1,92,-2.0,-1,0
CC(=O)C1=C(O)C(=O)N(Cc2ccco2)C1c1ccccc1F (stereo not given),3,73,3,107,-3,98,-2.4,4,5
COC(=O)C1=C(C(=O)OC)[C@@H]2N(C)c3ccc(OC)cc3[C@@]23C[C@@H](C(=O)OC)N(C(=O)c2ccc(Br)cc2)C3=N1,0,87,-4,90,-7,97,0.5,-2,0
Brc1ccccc1-c1nnc(CSc2nnc3sc4ccccc4n23)o1,-8,99,8,94,3,.,0.3,-2,1
CCCC[C@@H]1C=C(C(=O)O)[C@H](c2ccc(Cl)c(Cl)c2)N1S(=O)(=O)c1ccc(C)cc1,.,111,0,77,19,77,.,.,1
CN1C(=O)C(C)(C)c2cc(S(=O)(=O)N3CCCC(C(=O)NCc4ccccc4Cl)C3)ccc21 (stereo not given),7,97,-5,100,-18,102,3.3,0,0
COc1ccc(-n2nc3c(c2NC(C)=O)CS(=O)(=O)C3)cc1,-2,107,5,99,13,92,-3.0,5,0
COc1ccccc1-n1c(SCc2cc(=O)oc3cc(O)ccc23)nc2ccccc2c1=O,8,90,2,102,4,107,3.9,2,1
CCCc1ccc(S(=O)(=O)NCC2CCCN2CC)cc1 (stereo not given),.,98,.,96,0,98,-0.2,.,0
COc1ccc(NCC(O)Cn2c(C)c(C)c3ccccc32)cc1 (stereo not given),2,106,-1,89,-2,94,4.6,-5,1
O=c1[nH]c(=O)n(-c2ccccc2)c2c1C(C(F)(F)F)(C(F)(F)F)N=C(C1CCCCC1)N2,2,94,1,105,6,97,-1.0,5,11
CCOC(=O)N1CCN(C(=O)CCNS(=O)(=O)c2ccccc2)CC1,0,104,7,95,-4,96,2.1,4,10
CC1CC(C)(C)NC(=S)N1CCCC(=O)Nc1ccc(F)cc1 (stereo not given),-2,87,-10,101,2,102,1.9,-4,0
Cc1cccc(OCCC(=O)OCc2csc(CC(=O)Nc3ccccc3C)n2)c1,1,113,1,94,14,104,.,2,0
Cc1ccc(C(=O)CSc2nc(N)cc(=O)[nH]2)cc1C,9,94,5,93,-6,119,-2.0,6,0
Cc1ccc(NC(=S)N2CCC(c3ccccc3)C2)c(Cl)c1 (stereo not given),6,95,4,84,5,99,3.7,8,3
CC1(C)Cc2ccccc2C(=O)N1,5,95,-1,97,11,99,-0.9,1,2
Cc1nn(C)c(C(=O)NNC(=S)NCc2ccco2)c1Cl,-2,100,-6,93,4,.,0.2,10,2
COc1ccc(-c2c(C#N)c(N)nc(Sc3ccc(Cl)cc3)c2C#N)cc1,2,94,-5,81,6,88,-2.2,-9,3
CN(CCCC1CCCC1)C(=O)CC1C(=O)NCCN1Cc1cccc(F)c1F (stereo not given),15,107,5,102,-13,81,1.8,11,0
O=S(=O)(Nc1ccc(Br)cc1)c1cccc2nonc12,4,112,-2,91,5,116,1.7,8,2
Cc1ccsc1CN(C)C(=O)CN1C(=O)NC(c2ccccc2)(c2ccccc2)C1=O,-6,103,0,102,15,101,.,-5,0
CCOC(=O)Nc1ccc2c(c1)N(C(=O)CN1CCN(C)CC1)c1ccccc1CC2,-4,76,2,108,-2,102,-0.5,3,0
CN(CCCCCC(=O)/C=N/O)Cc1ccccc1,-5,87,0,109,3,101,-2.4,-2,0
O=C(Cc1n[nH]c(=O)c2ccccc12)N1CCN(S(=O)(=O)c2ccc(F)c(Cl)c2)CC1,.,95,-3,104,0,99,.,.,6
CN(C)S(=O)(=O)c1ccc(SCC(=O)N2CC(=O)Nc3ccccc32)nc1,7,85,1,104,-11,103,.,8,1
COc1ccc(/C=C2\SC(c3ccc(C)cc3)=NC2=O)cc1OC,-52,134,-58,102,-25,91,?,-105,0
Cc1ccc(N2C(=O)[C@@H]3C(C(=O)C(c4ccccc4)c4ccccc4)=NN[C@@H]3C2=O)cc1,0,96,5,100,1,101,-0.1,0,1
CC(c1nccs1)N(C)c1nc2nonc2nc1N(C)C (stereo not given),11,103,12,107,30,101,-5.1,8,1
Clc1cccc2c1Sc1ccccc1CC2N1CCNCC1 (stereo not given),3,93,-11,96,40,95,-0.9,5,3
Cc1ccc2[nH]c(=O)c(CN(CCO)C(=O)N(C)C)cc2c1,2,87,1,106,-3,109,2.7,-2,0
Cc1nnnn1/C(=C\c1ccccc1)C(=O)OCC(=O)Nc1ccc(Cl)cc1F,-6,93,1,79,7,98,1.9,-4,1
C=CCNC(=S)NNC(=O)Cn1c(-c2ccccc2)cc(=O)n2ncnc12,-1,98,2,95,18,102,-5.8,0,0
COc1cccc(C(=O)c2cc3cc(Cl)ccc3[nH]2)c1,2,96,-2,101,-2,99,-3.5,9,0
O=C(CN1CCN(Cc2ccc(Cl)cc2)CC1)N/N=C/c1c[nH]c2ccccc12,3,95,2,97,8,97,0.4,4,0
COc1ccc2ncc(S(=O)(=O)c3ccccc3)c(N3CCC4(CC3)OCCO4)c2c1,4,97,12,93,10,100,-1.2,3,1
CC1CC(CC(C)C(=O)NC(=S)Nc2ccc(S(N)(=O)=O)cc2)C(=O)O1 (stereo not given),3,100,-7,127,-16,108,-4.9,15,0
CC(NC(=O)Cn1nc(C(=O)O)c2ccccc2c1=O)c1ccccc1 (stereo not given),0,106,0,78,-11,83,0.0,-10,3
O=S(=O)(c1ccccc1Cl)N1CCCC1c1nc(-c2ccccc2Cl)no1 (stereo not given),3,116,5,91,0,.,-3.6,1,4
Cc1c(Cl)c([N+](=O)[O-])nn1CC(=O)NCC1CCCO1 (stereo not given),3,86,4,88,10,97,-1.5,0,1
COCCSc1nnc(NC(=O)COC)s1,4,99,-5,98,10,103,-2.0,2,0
c1ccc(CSc2nnc(-c3ccco3)n2Cc2ccco2)cc1,2,131,-4,95,-7,98,-5.2,3,3
Nc1c2c(nc3ccc(Br)cc13)N(c1ccccc1)CC2,-1,93,3,87,0,95,.,-6,0
CC(C)(C)C(=O)COC(=O)c1cc(S(=O)(=O)N2CCCCC2)ccc1N1CCOCC1,-4,88,1,99,-5,102,-0.2,-14,4
Cc1cc(C)nc(SCC(=O)c2cc3ccccc3oc2=O)n1,10,99,3,100,-2,100,1.1,8,0
CSc1ccc(NC(=O)CSc2nc3[nH]c(=O)cc(O)c3s2)cc1,9,80,-8,93,-6,104,.,4,1
CC(C)[C@H]1C(=O)Nc2ccccc2N1C(=O)N[C@@H](Cc1ccccc1)C(=O)N[C@@H](Cc1ccccc1)C(=O)O,5,87,-5,104,-20,99,1.9,-1,0
CCCNC(=O)Cn1cnc2sc(C(=O)Nc3ccc4c(c3)OCO4)c(C)c2c1=O,5,123,3,102,9,.,-0.1,8,3
Cc1cc(S(=O)(=O)N2CCOCC2)ccc1F,-3,99,8,.,-3,113,0.6,-7,0
# Additional entries:
SMILES,BCLXL inh,Yeast superoxide,GLD-1 RNA inh,CIT2 TOR yeast,VLA-4 inh,AGP1-GFP MLPCN,MEX-5 binding,MCL1 BIM primary,GRK2 aptamer HTS
CCN(Cc1ccccc1)C(=O)COC(=O)c1cc(S(=O)(=O)Nc2ccccc2OC)ccc1O,.,94,4,92,-5,102,.,.,1
CC(C)COC(=O)N1CCCC1C(=O)O (stereo not given),6,111,1,88,-4,94,1.7,6,0
FC(F)(F)c1nc(N2CCCC2)ncc1-c1nnnn1-c1ccc(Cl)cc1,-2,100,-6,83,11,98,1.0,-1,3
O=C(O)Cc1sc(NCc2ccco2)nc1-c1ccccc1,-3,102,-4,88,10,99,1.2,0,16
O=C(O)C1CC=C(Cl)CC1C(=O)NCC1OCCc2ccccc21 (stereo not given),11,98,3,105,-8,111,1.0,8,2
CC(=O)/C(=N/Nc1ccc([N+](=O)[O-])cc1)N1CCCc2ccccc21,-24,93,-18,96,20,102,1.7,-50,0
CN1C(=O)CC(=O)N(C)c2cc(S(=O)(=O)N(C)Cc3ccccc3)ccc21,-1,90,-5,108,-6,110,-1.6,-11,0
COCCn1c(Sc2ccccc2)nc2c1c(=O)[nH]c(=O)n2C,7,100,1,101,11,104,0.2,5,0
CCOC(=O)c1oc2ccccc2c1CN1CCN(C(=O)c2ccccc2)CC1,3,109,1,100,-7,100,3.3,4,3
O=C(CSc1nc2ncccc2[nH]1)Nc1ccc2c(c1)OCO2,2,70,2,94,1,101,0.3,3,2
CC(Oc1cc(F)ccc1[N+](=O)[O-])C(=O)N(C)CC(=O)Nc1ccccc1C(F)(F)F (stereo not given),-2,110,3,105,0,112,-0.1,-2,0
O=C(NCC1CCCO1)C(c1ccco1)N(Cc1ccc(F)cc1)C(=O)CN1C(=O)c2ccccc2S1(=O)=O (stereo not given),6,98,6,103,4,102,0.1,6,1
O=C(COc1ccc2ccc(=O)oc2c1)Nc1cc([N+](=O)[O-])ccc1F,0,92,5,107,3,116,0.8,0,2
CC(=O)c1c(C)[nH]c(C(=O)CSc2nnc(CN3CCCCCC3=O)n2-c2ccccn2)c1C,-6,98,2,99,7,100,-1.5,-6,0
COCCN1CCN(C(=O)c2ccc3nc(Cc4ccccc4F)oc3c2)CC1,7,113,11,103,-5,100,-2.6,5,0
S=c1[nH]nc(-c2ccc3ccccc3n2)n1-c1ccc(Cl)cc1,-6,93,8,104,11,105,4.5,-16,0
Cc1cccc(OCC(=O)NS(=O)(=O)c2ccc(Br)cc2)c1,1,92,4,.,9,93,-0.5,1,0

# 2 consecutive records out of the list so far, for reference:
SMILES,BCLXL inh,Yeast superoxide,GLD-1 RNA inh,CIT2 TOR yeast,VLA-4 inh,AGP1-GFP MLPCN,MEX-5 binding,MCL1 BIM primary,GRK2 aptamer HTS
CN(C)S(=O)(=O)c1ccc(SCC(=O)N2CC(=O)Nc3ccccc32)nc1,7,85,1,104,-11,103,.,8,1
COc1ccc(/C=C2\SC(c3ccc(C)cc3)=NC2=O)cc1OC,-52,134,-58,102,-25,91,?,-105,0

# Screening results deposited in PubChem by several laboratories.
